Compound activity as filed in PubChem.
D3 antag = antagonists of human D3 dopamine receptor; P35462; D3R cells, DiscoveRx beta-arrestin luminescence, antagonist mode; stronger effect = lower value; max response, negative = inhibition, %; 360,000 tested, 2.5% active; in the data active means max response below about -50%; inconclusive means no clear call, values can overlap the other calls; further: on the % scale 0 is the no-effect control and ±100 the full control effect; mostly tested at two doses, the higher about 12 µM
Target sequence (P35462 whole entry, looked up): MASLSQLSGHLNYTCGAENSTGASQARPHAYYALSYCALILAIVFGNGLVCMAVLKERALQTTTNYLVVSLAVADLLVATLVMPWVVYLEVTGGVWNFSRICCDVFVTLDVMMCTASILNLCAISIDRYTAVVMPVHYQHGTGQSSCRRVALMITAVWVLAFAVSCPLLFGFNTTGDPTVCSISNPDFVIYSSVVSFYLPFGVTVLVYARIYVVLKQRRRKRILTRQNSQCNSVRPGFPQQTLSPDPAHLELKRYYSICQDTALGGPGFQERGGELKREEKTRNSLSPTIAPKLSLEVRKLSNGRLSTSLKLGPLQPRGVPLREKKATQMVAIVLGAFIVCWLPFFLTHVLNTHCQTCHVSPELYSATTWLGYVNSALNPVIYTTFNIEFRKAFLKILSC
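Cells plated overnight at 1500 cells/well, then exposed to library compounds with dopamine controls for 90 minutes at 37 degrees C. DiscoveRx reagent added for 30–60 minutes at room temperature; luminescence read, quantitative HTS format.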
EPAC2 antag = blocks human EPAC2 exchange factor | AID 720708 | Potency, µM (titrated, usually from 114 µM), for inactives: at the top dose activity, negative = inhibition, most hits filed as inhibitors | EPAC2 GEF exchange of Rap1B-BODIPY-GDP, fluorescence | Q8WZA2 | 360,000 tested, 0.18% active; further: potency means the concentration at half of the fitted maximal effect; on the % scale 0 is the no-effect control and ±100 the full control effect; nearly all actives have a fitted effect of over 45% in size; many of its hits are not listed in these tables
aSyn rescue = alpha-synuclein toxicity inhibition in yeast; Yeast expressing alpha-synuclein, growth rescue, BacTiter-Glo, 24 h; Potency, µM (series often up to 46.1 µM), for inactives: top-dose growth rescue (activation), actives largely listed as activators; 370,000 tested, 0.14% active; AID 652106; further: potency means the concentration at half of the fitted maximal effect; % of control where 0% means no effect; nearly all actives have a fitted effect of over 65% in size
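Rescue of yeast growth: cells expressing toxic alpha-synuclein, induced in galactose at OD600 0.02, incubated with compound 24 h at 30 C. ATP luminescence quantified growth; inhibitors of toxicity appear as activators.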
TDP-43 yeast inh = rescues yeast growth from TDP-43 toxicity; TDP-43 expressing yeast growth rescue, BacTiter-Glo, 24 h; Potency, µM (doses to about 46.1 µM), for the others: top-dose growth rescue (activation), hits mostly activators; 410,000 tested, 1.8% active; AID 652104; further: potency means the concentration at half of the fitted maximal effect; % of control where 0% means no effect; nearly all actives have a fitted effect of over 50% in size
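Growth rescue of TDP-43-toxic yeast measured as ATP luminescence (BacTiter-Glo). Cells grown to mid-log in raffinose, induced in galactose at OD600=0.02, exposed to compound 24 hr at 30 deg C.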
EPAC2 ag = EPAC2 (human) agonism. Q8WZA2. EPAC2 activation, biochemical qHTS; response scale: 100% = 6.5 mM cAMP response. Potency, µM (top dose mostly 154 µM), for inactives: at the top dose activation, hits mostly activators. 360,000 tested, 0.079% active; further: potency means the concentration at half of the fitted maximal effect; nearly all actives have a fitted effect of over 50% in size
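Readout is BODIPY fluorescence (480 nm excitation, 540 nm emission), which falls as labeled GDP is exchanged off Rap1B. EPAC2 at 100 nM acted on 250 nM RAP1B-BODIPY-GDP with 50 uM GDP present.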
FUS yeast rescue = rescues growth of FUS-expressing yeast; Potency, µM (highest dose often 76.6 µM), without a hit: top-dose growth rescue (activation), hits mostly activators; 390,000 tested, 0.24% active; S. cerevisiae FUS-expressing, growth rescue, OD600, 24 h;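 further: potency means the concentration at half of the fitted maximal effect; plate controls were DMSO vehicle for no effect and reference control for full effect; nearly all actives have a fitted effect of over 55% in size; some results filed as inactive show a strong effect at the top dose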
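Compound concentration series was pinned onto galactose-induced FUS-expressing yeast seeded at OD 0.005. Plates sat 24hr at 30C; absorbance at 600 nm gave growth. DMSO served as background control.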
DRD3 agonist = D3 dopamine receptor (human) agonism; P35462; D3R DiscoveRx beta-arrestin cells, luminescence, 90 min; max activation, %; 410,000 tested, 0.58% active; AID 652048; in the data active means max activation above about 30%; further: 0% is about no effect; mostly tested at two doses, the higher about 12 µM
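Agonist-mode cell screen: cells plated at 1500/well and incubated overnight at 37 °C, then exposed to library compounds for 90 min at 37 °C. Detection reagent was added for 30–60 min at room temperature, and luminescence was read.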
Abeta yeast res = compounds reversing amyloid beta toxicity in yeast; 410,000 tested, 0.063% active; Potency, µM (doses to about 46.1 µM), inactives show at the top dose growth rescue, most hits filed as activators; yeast expressing A-beta42, growth rescue, OD600, 48 h; response scale: 0% DMSO, 100% iron-clioquinol control; AID 1347071; further: potency means the concentration at half of the fitted maximal effect; nearly all actives have a fitted effect of over 55% in size
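Growth rescue measured by 600 nm absorbance after 48 h yeast culture at 30 C with compound. Values normalized between DMSO and an equimolar ferric chloride plus clioquinol control.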
Starred values were filed as active, the others as inactive; ? = inconclusive; nt = no result given; & = joins results of further samples; [ ] = dose if it differs, or a comment. Unless noted, the call rests on the fitted dose curve; in most records, active means well fitted curve in the direction sought with a large enough effect; inconclusive means small, poorly fitted or top-dose-only effect, or another doubt; inactive means no such curve, though single readings can be large; an effect the other way counts as inactive or inconclusive. A portion of the library (hit frequency here may not be typical).

| mol | D3 antag | EPAC2 antag | aSyn rescue | TDP-43 yeast inh | EPAC2 ag | FUS yeast rescue | DRD3 agonist | Abeta yeast res |
| --- | --- | --- | --- | --- | --- | --- | --- | --- |
| O=[N+]([O-])c1cc2c(cc1Br)CCN2 | -6.6 | 8.4% | 3.0% | -4.5%[9.22 µM] | 2.0% | 8.6% | -2.1 | -0.9% |
| O=C(NCc1cccc(Cl)c1)c1cccc(C(F)(F)F)c1 | -14.9 | -23.3% | -0.3% | ? | 9.0% | 19.7% | 1.4 | -3.5% |
| O=C(Nc1ccc2[nH]ccc2c1)c1cccs1 | 4.6 | -0.9% | -2.9% | 8.1% | 13.0% | -1.7% | 0.4 | -11.2% |
| NC(=O)COc1ccc(C2c3c(oc4ccccc4c3=O)C(=O)N2CC2CCCO2)cc1 (stereo unspecified) | 16.1 | 11.7% | 10.4% | -17.7% | -2.3% | 5.7% | 0.5 | -1.9% |
| O=C(N/N=C(\c1ccccc1)c1cccnc1)c1ccc(O)cc1 | -2.7 | 5.9% | -1.0% | 1.1% | 6.0% | -2.5% | 3.8 | 3.0% |
| COC(=O)c1sccc1NC(=O)c1ccc(C(C)C)cc1 | -19.1 | -17.4% | -20.3% | ? | 18.7% | 13.5% | -5.7 | 7.5% |
| COc1ccc(CC(N)c2csc(Nc3cnccn3)n2)cc1 (stereo unspecified) | 8.2 | 2.8% | 7.8% | -3.3% | -0.1% | -0.7% | -10.1 | 8.4% |
| C#CCOCCOCCOCCNc1nc(N2CCN(C(=O)[C@H](CCCN=C(N)N)n3cc(C(N)[C@H](C)CC)nn3)CC2)nc(N2CCN(C(=O)[C@H](CCCN=C(N)N)n3cc(C(N)[C@@H](C)CC)nn3)CC2)n1 (stereo partly specified) | 0.0 | 7.5% | -0.2% | 11.4% | 10.1% | -10.3% | -17.4 | 3.7% |
| CN(C)C(=O)c1cn(CCC#N)nc1-c1ccc2ccccc2c1 | -16.4 | 2.8% | -10.5% | -15.6% | -0.2% | -0.6% | -1.5 | -16.4% |
| Cc1ccc2c(cnn2C(=O)CCC(=O)NC2CCCC2)c1 | 7.3 | 3.9% | 1.3% | 17.1% | 4.8% | -5.5% | 2.2 | 3.6% |
| O=C(NC1CCCCC1)c1ccc(-c2cn[nH]c2)c2ccoc12 | 5.6 | 3.8% | -0.2% | 22.4µM* | 11.9% | 8.5% | -1.3 | -33.9% |
| COc1ccccc1CNS(=O)(=O)c1ccc(-n2cnnn2)c(OC)c1 | 4.7 | -1.2% | 4.8% | -0.3% | 1.5% | 5.2% | 2.6 | 9.6% |
| COc1ccccc1N1CC(C(=O)OCC(=O)Nc2c(C)cccc2C)CC1=O (stereo unspecified) | 3.9 | -0.5% | -1.0% | 14.2% | 1.4% | 8.0% | 5.7 | -1.3% |
| CCOC(=O)C1=C(CS(=O)(=O)c2ccc(C(C)(C)C)cc2)NC(=O)NC1c1cccc(OC)c1 (stereo unspecified) | nt | nt | nt | -4.1% | nt | -6.3% | -11.9 | -3.5% |
| CCOC(=O)C1(CC2CCCCO2)CCN(C(=O)Nc2ccccc2CC)CC1 (stereo unspecified) | 0.7 | -19.0% | 3.9% | 25.9% | 3.0% | -6.9% | -1.2 | ? |
| COc1ccc(S(=O)(=O)Nc2ccc3c(c2)C(=O)N([C@H](C)CO)C[C@H](C)[C@@H](CN(C)C(=O)Nc2ccc4c(c2)OCO4)O3)cc1 | 0.0 | 4.7% | -0.3% | 24.1% | -1.6% | ? | 6.6 | 9.0% |
| CC(C)Oc1ccc(N2CC(C(=O)Nc3ccccc3F)CC2=O)cc1 (stereo unspecified) | -11.5 | 0.5% | 10.0% | 15.4% | -1.4% | 1.4% | 11.9 | 28.6% |
| Cc1cc(C)nc(SCc2ccc(C(=O)N/N=C/c3ccc(C(=O)O)cc3)cc2)n1 | -19.4 | 1.9% | 0.2% | 5.2% | 6.5% | 31.5% | -5.5 | 1.2% |
| Cc1c(C(=O)Nc2ccc3oc(-c4cccnc4)nc3c2)oc2ccccc12 | 39.3 | 6.9% | 2.1% | 0.0% | -3.3% | -6.0% | 9.4 | 11.4% |
| Cc1nc(CN2CCCC2=NC#N)n(-c2ccccc2)n1 | 23.9 | 8.7% | -7.3% | -9.6% | 3.5% | 8.4% | 15.1 | 10.3% |
| COc1ccccc1/C=N/NC(=O)c1ccc(NC(=O)c2ccccc2Br)cc1 | 0.9 | -0.6% | 5.5% | 18.2% | -3.4% | nt | 0.9 | 8.4% |
| COc1cccc(NS(=O)(=O)c2ccc3[nH]cc(C(=O)NCCCOC(C)C)c(=O)c3c2)c1 | -9.7 | -0.7% | 6.8% | 6.4% | -8.6% | 18.8% | -4.0 | -4.5% |
| COc1ccc(NC(=O)CS(=O)c2cccc(Cl)c2)cc1 (stereo unspecified) | 1.7 | 8.6% | -0.3% | 14.0% | 1.5% | -12.4% | 3.1 | -1.7% |
| COC(=O)c1ccccc1S(=O)(=O)NNC(=O)c1ccccc1-n1cccc1 | 11.6 | -4.6% | 0.6% | -13.6% | 1.4% | 2.5% | -5.3 | -9.5% |
| Cc1ccccc1C(=O)NC(=S)NCCC1=CCCCC1 | -15.2 | -16.3% | -6.0% | -15.4%[9.22 µM] | 19.8% | 22.7% | -8.1 | 11.1% |

Part of the list above, reduced to D3 antag and TDP-43 yeast inh.
molecule | D3 antag | TDP-43 yeast inh
Cc1cc(C)nc(SCc2ccc(C(=O)N/N=C/c3ccc(C(=O)O)cc3)cc2)n1 | -19.4 | 5.2%
O=C(N/N=C(\c1ccccc1)c1cccnc1)c1ccc(O)cc1 | -2.7 | 1.1%

Next section
| mol | D3 antag | EPAC2 antag | aSyn rescue | TDP-43 yeast inh | EPAC2 ag | FUS yeast rescue | DRD3 agonist | Abeta yeast res |
| --- | --- | --- | --- | --- | --- | --- | --- | --- |
| O=C(O)C1=CCCN(CCON=C(c2ccccc2)c2ccccc2)C1 | 15.7 | 5.9% | 3.0%&-0.9% | 15.5% | -0.9% | -9.2% | 1.0 | -15.2% |
| O=C(Nc1cnn(Cc2ccc(F)cc2)c1)c1cc2nc(-c3ccco3)cc(C(F)(F)F)n2n1 | -3.0 | -4.0% | -2.7% | -5.9% | -5.5% | -6.5% | -4.2 | 6.9% |
| COc1ccc(-c2n[nH]c3c2C(c2ccc(Cl)cc2Cl)NC3=O)cc1 (stereo unspecified) | nt | nt | nt | 16.9% | nt | -12.7% | 6.8 | -8.1% |
| N#Cc1c(Cl)nsc1NCCN1CCOCC1 | 5.8 | 2.3% | -0.2% | -6.4% | 5.8% | 20.0% | 5.7 | 1.4% |
| Brc1ccc(-c2ccc(/C=N/Nc3nc(N4CCOCC4)nc(N4CCOCC4)n3)o2)cc1 | 73.5 | -1.9% | -0.5% | -25.6%[1.82 µM] | 6.7% | 12.5% | 20.8 | 3.1% |
| Cc1cccc(NS(=O)(=O)c2ccc3c(c2)CCN3C(=O)CCC(=O)O)c1 | -2.4 | 4.7% | 10.7% | -8.8% | -7.4% | 4.5% | -0.5 | 8.1% |
| COCCCNC(CC(=O)Nc1cc(C)cc(C)c1)C(=O)O (stereo unspecified) | -2.8 | 12.0% | -7.4% | 0.0% | 1.1% | 8.4% | 3.2 | -14.0% |
| COc1ccccc1N/C(N)=N/c1nc(C(F)(F)F)cc(=O)[nH]1 | 2.4 | 5.5% | -1.7% | -2.8% | -3.6% | 15.0% | 6.3 | 6.2% |
| O=C(O)c1cc(NC(=O)C2CCCO2)cc(NC(=O)C2CCCO2)c1 (stereo unspecified) | -16.1 | -5.2% | -1.8% | -11.4% | 12.7% | ? | -10.5 | -19.2% |
| N#Cc1cnn2c(=O)[nH]cnc12 | -12.9 | -6.8% | -2.2% | -1.9% | 5.3% | -9.6% | -6.5 | -9.7% |
| O=C(Nc1nnc(S(=O)(=O)N2CCOCC2)s1)c1ccccc1Br | 25.5 | -7.3% | 0.2% | 32.5% | 7.0% | -7.3% | 0.9 | -2.7% |
| COc1ccc(NC(=O)CSc2nnc(Cn3c(=O)sc4ccccc43)n2C)cc1 | 0.3 | 5.4% | 0.3% | 0.0% | 2.8% | -13.1% | 2.4 | 0.8% |
| C=CCNC(=S)/N=c1/ccccn1CCC | -0.4 | -4.2% | -7.7% | 9.2% | 3.8% | -21.3% | -0.4 | ? |
| Cc1noc(C)c1-c1ccc(C(=O)NCc2ccco2)c2occc12 | 16.0 | -15.6% | -3.3% | ? | 7.0% | 17.7% | -1.2 | -23.7% |
| Cc1ccc2cc(CN(Cc3ccc4c(c3)OCO4)Cc3nnnn3Cc3ccco3)c(=O)[nH]c2c1C | -22.4 | -16.4% | -5.4% | -16.5% | -2.3% | ? | -15.4 | -9.6% |
| O=C1Nc2cc(C(=O)NCCN3CCCCCC3)ccc2S/C1=C\c1ccccc1 | -27.3 | -5.6% | 4.8% | 25.8% | 4.9% | 38.3% | -4.2 | -13.1% |
| COc1cccc(C(=O)Nc2nc3ccc(S(C)(=O)=O)cc3s2)c1 | -21.8 | 1.9% | -7.9% | -25.0% | 7.7% | 17.2% | -8.1 | -0.9% |
| COc1ccccc1NC(=O)C1CCN(S(=O)(=O)c2cccs2)CC1 | -13.1 | -5.7% | -2.3% | 3.1% | 0.4% | -6.2% | -8.9 | 8.4% |
| COc1cc(OC)c(NC(=O)CC(C)=O)cc1Cl | 16.7 | 5.8% | 4.3% | 15.0% | 6.5% | 13.4% | 0.9 | 19.7% |
| CCCCOc1ccc(-c2ncc(N)cn2)cc1 | -20.6 | -10.7% | -4.1% | 14.2% | 10.6% | 10.1% | -6.7 | -33.0%[inhibitor] |
| COc1cc(NC(=O)CSc2ncnc3scc(-c4ccccc4)c23)c(C(=O)O)cc1OC | ? | ? | -0.3% | 12.1% | -2.2% | -2.0% | 2.6 | 0.6% |
| CSC[C@H]1CN(c2ccccc2)C(=O)[C@@H]1CC(=O)Nc1ccccc1 | -9.8 | -0.6% | -2.3% | 6.6% | -0.9% | -8.0% | -3.6 | -2.8% |
| CC/C(O)=C1\C(=O)CC(c2ccccc2)CC1=NCCC(=O)O (stereo unspecified) | 4.8 | 2.1% | 3.6% | -2.0% | -4.4% | 1.2% | 5.7 | 0.6% |
| COC(=O)Cn1cnc2c(nnn2Cc2ccc(Cl)cc2)c1=O | 14.5 | -2.7% | 5.0% | -5.9% | 6.4% | 21.3% | -2.4 | 5.6% |
| Cc1ccc(-c2nnn(CC(=O)N(c3ccccc3)C(C(=O)NCC3CCCO3)c3cccs3)n2)o1 (stereo unspecified) | -1.2 | 3.3% | -7.1% | -4.7% | 12.2% | 20.0% | 7.7 | 0.3% |
